Compound activity from PubChem BioAssay.
LDHA inh: LDHA (human) enzyme inhibition | P00338 | purified LDHA, NADH/diaphorase-resazurin fluorescence; stronger effect = lower value | activity change, % (values are at about 110 or 230 µM) | 0.15% of 480,000 active | AID 1347041; in the data active = activity change below about -30%; inconclusive = mostly about -25% to -30%;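 also: plate controls were DMSO wells for no effect and wells without enzyme for full effect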
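Remaining NADH was detected by diaphorase (0.133 mg/mL) converting 37 µM resazurin to fluorescent resorufin, read at 0 and 20 minutes. The preceding 5-minute room-temperature reaction used 2 nM LDHA, 0.2 mM sodium pyruvate and 0.06 mM NADH at pH 7.4.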
* hit, by the source's call; ? = inconclusive. The list is partial. The share of hits here may be higher or lower than overall.

#	LDHA inh	structure
1	1	CCN1c2cc(C)ccc2-n2cccc2C12CCN(C(=O)Nc1cc(OC)ccc1OC)CC2
2	-7	CCOC(=O)c1nnn(C(CC)C(=O)Nc2cccc(OC)c2)c1C(=O)OCC (centres undefined)
3	-3	Cc1cc(C)c2nc(Nc3nc(C)cc(C)n3)nc(C)c2c1
4	-4	CS(=O)(=O)c1cccc(C(=O)N2CCN(C(=O)c3ccccc3)CC2)c1
5	3	Fc1ccc(-c2noc(/C=C/c3ccccc3)n2)cc1
6	-1	Cc1c(CC(=O)O)c(=O)oc2c(C)c(OCc3ccccc3F)ccc12
7	-22	Cc1cccc(N/N=C(/c2ccccc2)c2ccc(F)cc2)c1C
8	-6	C=CCSc1nc2c(c(=O)[nH]c(=O)n2C)n1CCCCCC

Along the list, quoted from above.
LDHA inh, nos. 1–8, in order: 1, -7, -3, -4, 3, -1, -22, -6

Next records:
#	LDHA inh	structure
9	-1	O=C(COc1c(CO)cc(F)cc1CO)Nc1ccc(Cl)cc1F
10	-3	O=C(NC1(c2ccccc2)CCC1)c1ccc(F)cc1Br
11	0	CC1CCCCC1NC(=O)c1ccc(C#N)cc1 (centres undefined)
12	-15	O=C(Nc1cccc(CNCc2ccccn2)c1)c1cccc(F)c1
13	6	COCCN1C(=O)c2n[nH]c(-c3ccco3)c2C1c1ccccc1 (centres undefined)
14	9	CCCn1c(Cn2ccnc2C)nc2cc(NC(=O)COc3ccc(OC)cc3)ccc21
15	-7	c1csc(CNC23CC4CC(CC(C4)C2)C3)c1
16	7	CC(C)c1nc(C#N)c(NCC(c2ccccc2Cl)N2CCOCC2)o1 (centres undefined)
17	2	O=C(Nc1cccc(OCC2CCCO2)c1)C1CCCCC1 (centres undefined)
18	1	CS(=O)(=O)c1ccc2nc(NC(=O)/C=C/c3cccs3)sc2c1
19	8	CCN(CC)C(=S)SC(C)c1nc(N)nc(N(C)C)n1 (centres undefined)
20	1	CNC(=O)NC(=O)Cn1nnc(-c2ccc(F)c(C)c2)n1
21	5	COC(=O)c1ccc(C2C(C(=O)c3ccco3)=C(O)C(=O)N2CCc2ccccc2)cc1 (centres undefined)
22	7	CCc1cccc2c(C(=O)Cn3cc(S(=O)(=O)N4CCCC4)ccc3=O)c[nH]c12
23	10	Cc1ccc2c(=O)cc(C(=O)N3CCN(c4cccc(Cl)c4)CC3)oc2c1C
24	-6	CCOC(=O)CCCNC(=O)c1cc(-c2ccncc2)nc2ccccc12
25	-7	O=C(Cc1cccc2ccccc12)Nc1ccc(N2CCOCC2)c(Cl)c1
26	?	CCCCN(Cc1cc2cc(OC)ccc2[nH]c1=O)S(=O)(=O)c1ccccc1
27	-10	O=C(NCc1ccccc1Cl)C(=O)Nc1ccccc1
28	0	Cn1c(C(=O)N2CCC(NC(=O)c3ccncc3)CC2)cc2ccccc21
29	8	CNC(=O)CNc1nc(-c2ccsc2)nc2ccccc12
30	-2	Cc1ccccc1CN1C(=O)CSCC1(C)C(=O)NC(C)C (centres undefined)
31	-1	CCCCNC(=O)Cn1cc(C#N)c2ccccc21
32	4	O=C(OCc1cccc([N+](=O)[O-])c1)c1ccc(OC(F)(F)F)cc1
33	20	Cn1c(=O)c2c(ncn2CCC(=O)Nc2cccc(Br)c2)n(C)c1=O
34	6	CC(=O)c1ccc(NC(=O)CSc2nc(N3CCOCC3)c3c(c2C#N)CC(C)(C)OC3)cc1
35	11	CCOc1ccc(C2Nc3ccccc3C(=O)N2C2CC2)cc1OC (centres undefined)
36	43	O=C(CCl)N1CC=C(c2ccccc2)CC1
37	-1	CC1CCN(c2ccc3nnc(CCC(=O)NC(C)CCc4ccco4)n3n2)CC1 (centres undefined)
38	0	Cc1cccc(N2CCN(C(=O)c3cc4ccc(F)cc4nc3C)CC2)c1C
39	-5	O=C(C[C@H]1C=C[C@@H](NC(=O)c2ccncc2)[C@@H](CO)O1)NCC1CC1
40	-1	CCOc1nc2ccccc2nc1N1CCC(C(=O)Nc2ccc(C(N)=O)cc2)CC1
41	8	CC1CCN(C(=O)C2CCN(S(=O)(=O)Cc3c(F)cccc3Cl)CC2)CC1
42	-1	COc1ccc(Cc2nnc(SC(C)c3nc4ccccc4c(=O)[nH]3)o2)cc1 (centres undefined)
43	11	O=C1CCc2cc(C(=O)NCCc3ccc4c(c3)OCCO4)ccc2N1
44	-24	CCCC(=O)Nc1sc2c(c1C#N)CCC(C(C)(C)C)C2 (centres undefined)
45	1	COC(=O)[C@@]12C[C@@H](CC(=O)NCCc3ccccc3OC)C(=O)N(Cc3ccco3)C1=CCC(C)(C)C2
46	3	Cn1c(=O)c2c(nc(NCc3ccco3)n2Cc2ccccc2Br)n(C)c1=O
47	-2	Cc1cnc(C(=O)Nc2cc(Cl)c(NC(=O)c3ccc(S(C)(=O)=O)cc3)c(Cl)c2)cn1
48	6	Cc1ccnc(NC(=O)CCc2ncc(-c3ccc(F)cc3F)o2)c1
49	17	CCN1CCN(Cc2nc3c(c(=O)n(C)c(=O)n3C)n2CCCO)CC1
50	9	Cc1cccc2c1N(Cc1ccc(OC(C)C)cc1)C(=O)C2=O
51	-5	CCC(CC)C(=O)Nc1ccc(OC)c2ncccc12
52	6	C=CCNC(=S)Nc1ccccc1F
53	-4	N#CCCC(=O)c1cccnc1
54	-1	O=C(CN(c1ccccc1)S(=O)(=O)c1ccccc1)NCC1CCCO1 (centres undefined)
55	12	Clc1cccc(C=Nc2cccc3c(N=Cc4cccc(Cl)c4)cccc23)c1
56	1	Cn1nc(C(=O)N2CCCCC2c2nc3ccccc3s2)c2ccccc2c1=O (centres undefined)
57	-1	Cc1nn(C)c(C)c1-c1cc(C(=O)O)c2ccccc2n1
58	9	COc1ccc(Nc2nc(N3CCCC3)c3cnn(C)c3n2)c(OC)c1
59	-9	Cc1ccc2nc(-c3ccc(NC(=O)c4cccc([N+](=O)[O-])c4C)cc3)oc2c1
60	2	CSc1ccccc1C(=O)NC(C)c1ccc(F)cc1 (centres undefined)
61	-8	CC(C)(C)OC(=O)NC(C)(C)C(=O)NCC(O)c1ccccc1 (centres undefined)
62	4	Nc1nc(CN2CCN(Cc3ccc4c(c3)OCO4)CC2)nc(Nc2ccccc2Cl)n1
63	4	Cc1c(-c2ccccc2)oc2c(C(=O)N3CCC(C)CC3)cccc2c1=O
64	3	Cc1ccccc1NC(=O)C(C)Sc1ncnc2ccccc12 (centres undefined)

Part of the list above in order of length of the SMILES, highest first.
#	LDHA inh	structure
59	-9	Cc1ccc2nc(-c3ccc(NC(=O)c4cccc([N+](=O)[O-])c4C)cc3)oc2c1
62	4	Nc1nc(CN2CCN(Cc3ccc4c(c3)OCO4)CC2)nc(Nc2ccccc2Cl)n1
60	2	CSc1ccccc1C(=O)NC(C)c1ccc(F)cc1 (centres undefined)

Continuation.
#	LDHA inh	structure
65	7	CCSc1nc(N)c(C#N)c(CC)c1C#N
66	1	COc1ccc(Nc2nc(C#N)nc(NC3CCCC3)n2)cc1
67	-6	O=S(=O)(Nc1nc2ccccc2nc1Nc1ccccc1F)c1cccs1
68	5	CCOC(=O)c1ccc2ccccc2c1-c1c(C(=O)OCC)ccc2ccccc12
69	14	CCC(=O)Nc1ccc(C(C)NCc2cccs2)cc1 (centres undefined)
70	-3	COc1ccc(-c2nc3cc(NC(=O)c4ccccc4OC)ccc3o2)cc1
71	-7	Cc1ccc(Nc2nc(-c3cccc(N4C(=O)c5ccccc5C4=O)c3)cs2)cc1
72	7	CCOC(=O)c1c(-c2ccc(OC)c(OC)c2)csc1NC(=O)CNC(C)(C)C
73	9	O=c1cc(CSc2nnnn2-c2ccccc2)[nH]n1-c1ccccc1
74	3	Cc1ccc(-c2cc(C(=O)N(Cc3ccco3)Cc3cccs3)no2)cc1
75	0	CN(CCOc1ccc(F)cc1)C(=O)c1n[nH]c(=O)c2ccccc12
76	0	CCc1ccc2oc(-c3ccc(NC(=O)c4ccc(OC)cc4)cc3)nc2c1
77	4	Cc1ccc(CN(C)C(=O)C2CCN(c3ccc(C(F)(F)F)cn3)CC2)c(C)c1
78	7	Cc1ccsc1C(=O)Nc1ccc(SC2CCCC2)cc1
79	-6	CCCCCCOc1ccc(C(=O)CCC(=O)O)cc1
80	4	CN1CCN(C(=O)C2CCN(c3nn4cc(-c5ccc(F)cc5)nc4s3)CC2)CC1
81	-8	Cc1ccc(Nc2nc(CSc3nnnn3C3CCCC3)cs2)cc1
82	5	Cc1ccc(CC(=O)C(C#N)C(=O)Nc2c(C)cccc2C)cc1 (centres undefined)
83	-8	CCCCN(CCCC)c1nc2c([nH]1)c(=O)[nH]c(=O)n2C
84	0	Cc1ccc(-n2c3c(cc(C#N)c2=O)C(=O)CC(c2ccccc2)C3)c(C)c1 (centres undefined)
85	14	Cc1nc2ccccc2nc1SCC(=O)N1CCOC(C)C1 (centres undefined)
86	-20	COc1ccccc1NC(=O)Cc1c[nH]c2ccccc12
87	-8	N#CC(Cc1cccnc1)C(=O)Nc1cc(Cl)ccc1Cl (centres undefined)
88	-2	Cc1ccc(CS(=O)Cc2ccccc2F)cc1 (centres undefined)

6 entries out of the list above, arranged by their value in LDHA inh, rising.
item	SMILES	LDHA inh
86	COc1ccccc1NC(=O)Cc1c[nH]c2ccccc12	-20
3	Cc1cc(C)c2nc(Nc3nc(C)cc(C)n3)nc(C)c2c1	-3
84	Cc1ccc(-n2c3c(cc(C#N)c2=O)C(=O)CC(c2ccccc2)C3)c(C)c1 (centres undefined)	0
66	COc1ccc(Nc2nc(C#N)nc(NC3CCCC3)n2)cc1	1
46	Cn1c(=O)c2c(nc(NCc3ccco3)n2Cc2ccccc2Br)n(C)c1=O	3
73	O=c1cc(CSc2nnnn2-c2ccccc2)[nH]n1-c1ccccc1	9

(cont.)
#	LDHA inh	structure
89	0	O=C(COC(=O)C1CC=CCC1C(=O)OCC(=O)c1ccc(Cl)cc1)c1ccc(Cl)cc1 (centres undefined)
90	9	CC(OC(=O)c1ccc(O)cc1)C(=O)Nc1ccccc1OC(F)F (centres undefined)
91	12	CS(=O)(=O)c1ccccc1C(=O)Nc1ccc(-c2ccccc2)cc1
92	-7	CCOP(=O)(OCC)c1nc(C(c2ccccc2)c2ccccc2)oc1NCc1cccnc1
93	6	COc1ccc(CC(=O)OCC(=O)Nc2ccccc2OC(F)F)cc1
94	5	O=C(COC(=O)C1C=CCCC1)c1cccc([N+](=O)[O-])c1 (centres undefined)
95	4	O=c1cc(C(F)(F)F)c2ccc(OS(=O)(=O)c3ccc4c(c3)CCC4)cc2o1
96	-1	COc1ccccc1NC(=O)c1ccc(NC(=O)c2nn(C)c(=O)c3ccccc23)cc1
97	2	Cn1c(Br)nc2c1c(=O)n(Cc1ccccc1Cl)c(=O)n2C
98	12	CC(=O)NS(=O)(=O)c1ccc(NC(=O)C(C)Oc2cccc(Cl)c2)cc1 (centres undefined)
99	-6	CCn1c(COc2ccc(Cl)c(C)c2)n[nH]c1=S
100	-2	CCN(CC)C(=O)/C=C/c1cccs1
101	-9	O=C(CCCn1ccc2cc(S(=O)(=O)N3CCCC3)ccc21)NCc1ccco1
102	5	O=C(O)COCC(=O)NCC1CCCO1 (centres undefined)
103	5	COc1ccc2nc(C(=O)NC(C3CC3)C3CC3)ccc2c1
104	4	c1coc(CNCc2cccc3ccccc23)c1
105	64	O=S(=O)(CCN1CCN(c2ccc(O)cc2)CC1)c1ccccc1
106	-23	COC(=O)CCc1sc(Nc2ccc(F)c(F)c2F)nc1-c1ccc(OC)cc1
107	0	O=C(Nc1cccc(Cl)c1)c1nn(Cc2ccccc2)c(=O)c2ccccc12
108	-5	CC(C)N1CCC(CNC(=O)c2cc3ccccc3n2C)C1 (centres undefined)
109	-3	O=C(CCc1nc2ccccc2[nH]1)NC1CCSc2c(F)cccc21 (centres undefined)
110	6	Cn1c(N2CCCCCC2)nc2c1c(=O)n(Cc1ccccc1)c(=O)n2C
111	3	Cc1nnc(NC(=O)c2nn(C(C)C)c(=O)c3ccccc23)s1
112	-2	NC(=O)NC(=O)COC(=O)c1cccc(Br)c1
113	12	N#Cc1cnc2ncnn2c1N
114	6	CCOc1ccc(CN(C)CC(O)COCc2ccc(OC)cc2)cc1OC (centres undefined)
115	-1	CC(C)=CC(=O)N(C)Cc1ccc(C(=O)NCC(F)(F)F)cc1
116	7	CSc1cccc(NC(=O)c2ccc(Cl)cc2I)c1
117	-10	COc1cc(C)c(C)cc1S(=O)(=O)Nc1ccc2c(c1)N(C(=O)c1cccnc1)CC2
118	3	CCCNC(=O)/C(C)=C/c1ccccc1
119	6	COc1cc(/C=C/c2nc3cc(C)c(C)cc3s2)cc(OC)c1
120	10	CC(C)c1ccc(NC(=O)CSc2nc3c(=O)[nH]cnc3n2CC2CCCO2)cc1 (centres undefined)
121	4	O=C(O)c1cccc(OCc2ccc(Cl)cc2)c1
122	-31*	CCN1CCN(c2oc(-c3ccccc3F)nc2C#N)CC1
123	11	Clc1ccc(CNC2=NCCNC23CCOCC3)cc1
124	-10	CC(=O)Nc1cccc(C(C)NC(=O)Nc2cc(Cl)c(Cl)cc2Cl)c1 (centres undefined)
125	6	O=c1oc2ccccc2cc1-c1csc(Nc2ccccc2)n1
126	3	Cc1noc(C)c1S(=O)(=O)N1CCCC1c1cc(C(C)C)no1 (centres undefined)
127	19	CCOc1cc2cc(C(=O)c3ccccc3O)cnc2cc1OCC
128	2	N#Cc1cccc(NC(=O)CCCCCCCC(=O)Nc2cccc(C#N)c2)c1
129	3	O=C(COC(=O)CSc1ccc2ccccc2c1)Nc1ccccc1C(F)(F)F
130	8	COc1ccc(CN(C)c2nn3c(=O)cc(C)nc3s2)cc1
131	9	O=C1OC(C(=O)OCc2ccc3c(c2)OCO3)Cc2ccccc21 (centres undefined)

2 records picked at random from those above:
#	LDHA inh	structure
126	3	Cc1noc(C)c1S(=O)(=O)N1CCCC1c1cc(C(C)C)no1 (centres undefined)
131	9	O=C1OC(C(=O)OCc2ccc3c(c2)OCO3)Cc2ccccc21 (centres undefined)
